Screens (PubChem)
KDM5B inhibitor – blocks human KDM5B histone demethylase activity; Q9UGL1; KDM5B demethylase, FDH-coupled NADH fluorescence (FDH is formaldehyde dehydrogenase); Potency, µM (titrated, usually from 57.7 µM), inactives show at the highest dose activity change, negative = inhibition, usual class: inhibitors; 220,000 tested, 2.6% active; AID 1347165; active = well fitted inhibition curve with a large enough effect; inconclusive = small, poorly fitted or top-dose-only effect; inactive = no such curve, though single readings can be large or run the other way; also: 0% is about no effect; nearly all actives have a fitted effect of over 70% in size
Target sequence (Q9UGL1 whole entry, looked up): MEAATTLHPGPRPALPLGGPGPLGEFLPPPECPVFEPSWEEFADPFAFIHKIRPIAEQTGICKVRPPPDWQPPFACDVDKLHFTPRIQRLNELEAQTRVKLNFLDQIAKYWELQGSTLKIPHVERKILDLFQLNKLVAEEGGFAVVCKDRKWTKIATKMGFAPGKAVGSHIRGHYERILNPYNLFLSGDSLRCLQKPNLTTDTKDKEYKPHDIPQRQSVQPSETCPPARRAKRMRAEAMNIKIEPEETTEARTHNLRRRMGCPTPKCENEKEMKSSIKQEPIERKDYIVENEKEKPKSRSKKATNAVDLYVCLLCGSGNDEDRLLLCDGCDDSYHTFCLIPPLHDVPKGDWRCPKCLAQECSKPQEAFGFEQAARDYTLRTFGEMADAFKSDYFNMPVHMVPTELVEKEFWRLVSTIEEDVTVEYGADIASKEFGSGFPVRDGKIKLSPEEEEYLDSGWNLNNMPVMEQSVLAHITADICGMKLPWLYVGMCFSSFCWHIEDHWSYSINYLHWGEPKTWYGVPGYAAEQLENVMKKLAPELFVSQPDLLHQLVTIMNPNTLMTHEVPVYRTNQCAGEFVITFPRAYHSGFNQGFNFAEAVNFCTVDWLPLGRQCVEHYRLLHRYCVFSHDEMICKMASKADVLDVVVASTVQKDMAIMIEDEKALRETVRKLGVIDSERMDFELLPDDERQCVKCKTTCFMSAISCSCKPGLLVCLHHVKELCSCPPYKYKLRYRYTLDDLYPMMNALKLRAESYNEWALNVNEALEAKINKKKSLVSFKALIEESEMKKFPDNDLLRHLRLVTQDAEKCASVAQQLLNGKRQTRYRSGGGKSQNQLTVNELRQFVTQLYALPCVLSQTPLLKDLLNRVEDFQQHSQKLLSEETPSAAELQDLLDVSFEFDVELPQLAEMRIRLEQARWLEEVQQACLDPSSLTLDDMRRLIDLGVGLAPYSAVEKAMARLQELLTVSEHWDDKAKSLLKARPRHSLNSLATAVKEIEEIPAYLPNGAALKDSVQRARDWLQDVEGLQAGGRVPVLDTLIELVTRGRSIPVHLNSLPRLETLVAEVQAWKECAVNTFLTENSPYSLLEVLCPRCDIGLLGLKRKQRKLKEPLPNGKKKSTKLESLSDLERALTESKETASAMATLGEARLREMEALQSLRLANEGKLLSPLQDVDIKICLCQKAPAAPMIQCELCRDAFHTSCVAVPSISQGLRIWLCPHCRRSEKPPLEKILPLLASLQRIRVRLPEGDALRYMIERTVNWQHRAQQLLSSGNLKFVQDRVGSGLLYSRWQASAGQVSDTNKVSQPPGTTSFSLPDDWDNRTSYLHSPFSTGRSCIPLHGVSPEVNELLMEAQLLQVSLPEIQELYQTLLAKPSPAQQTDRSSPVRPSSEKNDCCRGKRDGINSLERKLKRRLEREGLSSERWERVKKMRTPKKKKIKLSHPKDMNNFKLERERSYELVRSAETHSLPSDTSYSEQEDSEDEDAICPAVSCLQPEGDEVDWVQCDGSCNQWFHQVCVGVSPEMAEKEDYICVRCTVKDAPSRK
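Inhibition is measured as reduced NADH fluorescence generation from FDH coupling to formaldehyde release. Truncated KDM5BΔAP at 200 nM final acts on H3K4me3 peptide (12.5 µM in substrate mix) in pH 7.5 HEPES buffer with Tween-20, 30 min, room temperature.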
Starred values were filed as active, the others as inactive; ? = inconclusive; & = joins results of further samples; [ ] = remark or other dose. Potency is read from the fitted curve at half-maximal effect. Only part of the results is shown; count on the stated rates, not on these rows.

SMILES	KDM5B inhibitor
N#Cc1ccc(C(=O)N2CCCC(n3cc(-c4nc(C5CC5)no4)nn3)C2)cc1 (configuration not stated)	12.3%
Cc1ccc2c(CN3CCN(c4ccc(Cl)cc4)CC3)cc(=O)oc2c1	-15.6%
CCOC(=O)Cn1c(=O)c2c(nc(-n3nc(C)cc3C)n2CC)n(C)c1=O	11.2%
COc1ccc(OC)c(S(=O)(=O)N2CCc3nn(CC4CC4)c(=O)n3CC2)c1	6.8%
O=C(c1cc(-c2ccc(F)cc2)on1)N1CCOCC1	17.9%
COc1ccc(NC(=O)CCc2ccc(OC)c(OC)c2)cn1	-2.4%
COc1ccccc1N1CCN(C(=O)C(CCSC)NS(=O)(=O)c2ccc3c(c2)oc(=O)n3C)CC1 (configuration not stated)	-27.2%
CCOC(=O)N1CCN(C(=O)c2cc3occc3n2Cc2ccccc2)CC1	-24.3%
O=C(CCc1nc2ccccc2[nH]1)N1CCCOC(Cn2cccn2)C1 (configuration not stated)	15.1%
CN1[C@@H](CCC(=O)NCc2ccccc2)CNC(=O)[C@@H]2[C@H]1CCN2C1CCOCC1	-20.2%[86.2 µM]
c1ccc2c(c1)COC1(CCNC1)CN2CC1CCCCC1 (configuration not stated)	?
N#CCCN1CCN(c2ccc(NS(=O)(=O)c3ccccc3Cl)cc2C(=O)O)CC1	0.8%
COc1ccc(-c2cccc(CN3CCCC(C)(NC(C)=O)C3)c2)cc1OC (configuration not stated)	-8.8%[86.2 µM]
Cc1ccc(NC(=O)CCSc2nc(-c3ccc4c(c3)OCO4)cc(C(F)(F)F)n2)c(C)c1	-104.7%
CNC(=O)[C@@H]1C[C@@H](N)CN1C(=O)c1cnc(-c2ccccc2)nc1C	9.3%
COCCN(Cc1cccs1)CC1CCCO1 (configuration not stated)	9.5%
CN1C(=O)CCC2(CNC(=O)c3cccc4nccnc34)CCCC=C12 (configuration not stated)	-9.5%
O=C1C=C(Nc2ccccc2C(F)(F)F)CCC1	-13.6%
Cc1cccc(C)c1NC(=S)N(CCc1ccncc1)C(C)C	34.4%[activator]
COc1ccccc1C(=O)CSc1nc2ccccc2c(=O)n1CCCN1CCOCC1	8.3%
Cn1cccc1C(=O)N1CCN(c2cc(-c3ccc(Cl)cc3)[nH]n2)CC1	-19.6%
COc1cccc(-c2nc3cc(SC)ccc3cc2CN(C)Cc2ccno2)c1	28.2µM*
COc1ccccc1NC(=O)CSc1n[nH]c(Cc2ccccc2)n1	24.6%
Cc1ccccc1Cn1c(N2CCC(C(=O)N3CCCC3)CC2)nc2ccccc21	9.1%
COc1cc(/C=C2\N=C(C)OC2=O)cc(Cl)c1OC(C)=O	?
CC(C)NC(=O)N1C[C@@H](Oc2cccnc2)C[C@H]1C(=O)N1CCOCC1	-14.8%
O=C(Cn1nc(Cc2cccnc2)c2ccccc2c1=O)Nc1ccc(Cl)cc1	19.5%
CCOC(=O)c1c(NC(=O)c2ccc(OC)cc2)sc2c1CCCCC2	?
N#Cc1ccccc1COc1ccccc1C#N	10.1%
Cc1ccc(NC(=O)CSc2nc3ccc(NC(=O)c4ccco4)cc3s2)cc1	?
COC1CCOC2(CCN(C(=O)CCn3nc(C)cc3C)CC2)C1 (configuration not stated)	10.1%
CNC(=O)c1noc(CNC(=O)C(c2cccc(F)c2)N(C)C)n1 (configuration not stated)	-11.2%
CCOC(=O)c1cc(-c2ccccc2)n(-c2cccc(C(=O)N(C)c3ccc(C)cc3)c2)c1C	-17.4%
CCOC(=O)c1c(-c2ccccc2)oc2ccc(OCc3cccc(Br)c3)cc12	?
COc1ccccc1CCNC(=O)c1sc(NC(C)C)nc1C	5.3%
COc1ccc(S(=O)(=O)NCc2ccc(C(=O)NCc3ccccc3)cc2)cc1	-8.6%
COc1cc(C(C)=O)ccc1Oc1cccc(Cl)c1C#N	10.0%
Cc1ccc(C#N)c(N2CCCC(c3nccn3CC3CCC3)C2)n1 (configuration not stated)	31.6µM*
CN1CCN(CCNC(=O)Cc2ccc(C(F)(F)F)cc2)CC1	13.3%
COc1cccc(NC(=O)CC2Oc3ccccc3NC2=O)c1 (configuration not stated)	31.7%&-14.5%[activator]
COc1cccc(Nc2nc3ccc(C)cc3nc2-n2nc(C)cc2C)c1	-5.5%&-17.1%
Cc1oc(-c2ccccc2)nc1CC(=O)Nc1ccccn1	4.0%
O=C(CN1CCCCCC1)NCCc1c[nH]c2ccccc12	-7.8%
Cc1cccc(OCC(=O)N2CC(c3nnc(C(C)C)o3)C3(CCOCC3)C2)c1 (configuration not stated)	-7.1%
O=C(O)c1ccccc1N(c1ccccc1)c1ccccc1	-0.3%
O/N=C(\c1ccc(Cl)cc1)c1ccco1	3.9%
COc1ccc(-n2c(SC(C(=O)N3CCCC3)c3ccccc3)nnc2-c2ccncc2)cc1 (configuration not stated)	16.4%
Cc1ccc(C)c(OCc2cc(C(=O)N(C)Cc3cnccn3)no2)c1	-6.2%
N#CC1(NC(=O)CSc2nc(-c3ccccc3)cs2)CCCCC1	25.0%
NC(=O)C(OC(=O)CNS(=O)(=O)Cc1ccccc1)c1ccccc1 (configuration not stated)	21.8%
COc1cc(C)c(NC(=O)c2ccc3c(c2)NC(=O)CS3)cc1OC	7.4%
COc1ccc(C(=O)NC2CCN(c3cnn(C)c(=O)c3)CC2)cc1OC	-14.7%
CN(Cc1ccccc1)C(=O)[C@H]1C[C@@H](O)[C@H](O)[C@@H]2N=C(Nc3ccc(Cl)cc3)S[C@@H]21	-7.1%
O=C(CCc1ccccc1)Nc1ccc(S(=O)(=O)N2CCOCC2)cc1	13.3%
CCN(CC)S(=O)(=O)c1ccc(C)c(NC(=S)N(c2ccccc2)C(C)C)c1	0.3%
CCN(CC)c1ccc(NC(=O)c2cnc3ccccc3n2)cc1	7.8%
COC(=O)c1scc(-c2ccc(C)cc2)c1S(=O)(=O)Nc1c(C)cc(C)cc1C	-33.8%
CCc1ccc(NC(=O)Cn2c(=O)c(-c3noc(C)n3)c3n(c2=O)CCCC3)cc1	-10.6%
COc1cccc(CC(=O)Nc2ccc(-c3nc4ccccc4s3)cc2)c1	?
COP(=O)(OC)c1nc(-c2ccco2)oc1NCc1ccccc1Cl	?
(next part)
SMILES	KDM5B inhibitor
CSc1cccc(Nc2cc(C(=O)NCCc3ccc(Cl)cc3)c3ccccc3n2)c1	?
Cc1ccc(-c2nc3cc(C(C)C)ccc3o2)cc1NC(=O)c1cc2ccccc2o1	?
CCSc1ncc(Cl)c(C(=O)Nc2nnc(CC)s2)n1	12.5%&-28.9%
Cc1c(C(=O)OC(C)C)sc(NC(=O)C2c3ccccc3Oc3ccccc32)c1C(=O)OC(C)C	?
COCc1nc(-c2ccc(OC3CCN(C(=O)c4nn(C)c5ccccc45)C3)cc2)no1 (configuration not stated)	-25.3%
Cc1cc(C)cc(NC(=O)C(Cc2ccccc2)NS(=O)(=O)c2ccc3c(c2)c(=O)n(C)c(=O)n3C)c1 (configuration not stated)	8.5%
Cc1ccc(C(=O)N2CCNC(=O)C2Cc2ccccc2)c(F)c1 (configuration not stated)	-15.5%
Cc1cc(C(=O)N2CC[C@@](C)(O)[C@@H](O)C2)c2cc(Cl)ccc2n1	-5.5%
CCN(CC)c1ccc(NC(=O)c2sc3nc(-c4ccccc4)cn3c2C)cc1	-40.7%
COc1ccc(C(C)NC(=O)c2c(C)oc3ccn(Cc4cccc(F)c4)c(=O)c23)cc1 (configuration not stated)	-25.0%
Cc1ccccc1C1CCCN1Cc1ncccc1C(=O)O (configuration not stated)	?
COc1ccc(-c2c(C)oc3cc(OCC(=O)Nc4cc(C)ccc4OC)ccc3c2=O)cc1	8.0%
O=c1c2nc(OCc3ccc(F)cc3)ccc2ncn1C1CC1	-21.4%[86.2 µM]
CCC1c2ccsc2CCN1C(=O)C1CCN(S(=O)(=O)c2ccc(C(C)C)cc2)CC1 (configuration not stated)	-5.7%
CCCc1cc(C(=O)N2CCCC(CO)(CCCc3ccccc3)C2)n(C)n1 (configuration not stated)	-8.4%
COCCOC(=O)C1=C(C)N=C2SC=C(CC(=O)N3CCOCC3)N2C1c1ccc(C)cc1C (configuration not stated)	-15.9%
CC1(Cc2ccc3c(c2)OCO3)CCCN(C(=O)c2ccc3n[nH]nc3c2)C1 (configuration not stated)	23.9%
CC(=O)Nc1ccc(C(/C=C/c2ccccc2)Cc2ccccc2)cc1 (configuration not stated)	-19.8%
CCOC(=O)N1CCc2c(sc(NCc3sccc3C)c2C(=O)Nc2cc(OC)ccc2OC)C1	?
Cc1onc(-c2c(Cl)cccc2Cl)c1C(=O)NNC(=O)c1c(-c2c(Cl)cccc2Cl)noc1C	29.3%
COc1ccc(NC(=O)Cn2c(=O)n(-c3cccc(C(F)(F)F)c3)c(=O)c3sccc32)cc1	-8.9%
CCc1ccc(-n2nc(CO)c(C(=O)NCc3ccc(OC)cc3)n2)cc1	7.1%
CC1(c2ccc(OC(F)F)cc2)NC(=O)N(CC(=O)N2CCN(C(=O)c3ccco3)CC2)C1=O (configuration not stated)	6.0%
N#Cc1cccc(CN2CC[C@@H]3OCC(=O)N(c4ccccc4)[C@H]3CC2)c1	-10.9%[86.2 µM]
O=C(CN1CCC2(CC1)NC(=O)CC2C(=O)O)NCCc1ccc(F)cc1 (configuration not stated)	42.7%[activator]
Cc1ccc(OCc2cc(C(=O)NC(Cc3ccccc3)c3ccccc3)no2)cn1 (configuration not stated)	27.7%
CS(=O)(=O)Nc1ccc([C@H]2OCC(=O)N[C@@H]2CO)cc1	-10.6%[86.2 µM]
COc1cc(NC(=O)Cn2cnc(S(=O)(=O)N3CCCC3)c2)cc(OC)c1OC	-7.0%
c1cn(CCCN2CCCC2)c(-c2cc3n(n2)CCCNC3)n1	?
Cc1ccc2[nH]nc(C(=O)N3CCCC(N(C)CCc4ccccc4)C3)c2c1 (configuration not stated)	-20.5%
Cc1ccccc1CNC(=O)c1sc2ncnc(N(C)C3CCCCC3)c2c1C	?
CCC1(c2ccc(NC(=O)c3c(OC)cccc3OC)cc2)CCC(=O)NC1=O (configuration not stated)	12.0%
COc1ccccc1CNC(=O)C(C)Sc1nc2cc(Cl)ccc2n1C (configuration not stated)	11.9%
Cn1c(=O)c2c(nc(Br)n2Cc2cccc(Cl)c2)n(C)c1=O	14.2%
COc1cccc(-c2cc3c(ccn3C)c(C(=O)NCc3c(C)cc(C)[nH]c3=O)n2)c1	?
COCC1CN(C(C)=O)CC12CCN(Cc1ccccc1C(F)(F)F)CC2 (configuration not stated)	5.6%
CC(Sc1nc2ccccc2o1)C(=O)NCC1CCCCC1 (configuration not stated)	9.2%
CCOc1ccc(C(=O)OCc2ccccc2C#N)cc1	5.3%
CCOc1ccc(S(=O)(=O)c2cn(Cc3ccccc3C)c3ccc(OC)cc3c2=O)cc1	-10.0%
COCC1CN(S(=O)(=O)c2cccnc2)CC12CCNCC2 (configuration not stated)	6.0%
O=C(Nc1ccc(Oc2ccccc2)cc1)O[C@@H]1CO[C@H]2[C@@H]1OC[C@@H]2NC(=O)c1cnccn1	2.4%
CN1CCN([C@@H]2[C@H](O)[C@H](CO)O[C@@H]2CNC(=O)c2ccco2)CC1	?
Cc1cc(-c2ccc(C)c(S(=O)(=O)Nc3ccccc3C(F)(F)F)c2)on1	-49.8%
CN1CC(=O)N(C2CCCNC2)Cc2c(NCC3CCCCC3)ncnc21 (configuration not stated)	?
CCN(NC(=O)c1ccc(CNC(N)=O)cc1)c1ccc(C)cc1	4.2%
Cc1ccc(S(=O)(=O)N2C[C@@H](C(N)=O)[C@H](C3CCN(C)CC3)C2)cc1Cl	0.6%
Cc1ccc2nc(N/C(N)=N/S(=O)(=O)c3ccccc3)nc(C)c2c1	19.3%
CCN1CCC(OCCCNC(=O)C2(CCO)CC23CCOCC3)CC1 (configuration not stated)	-6.4%
Cc1cccc(NC(=O)Nc2ccccc2[N+](=O)[O-])n1	25.5%
COc1ccc(S(=O)(=O)N2CCC(n3cnnc3-c3ccccc3)CC2)cc1	-4.2%
Cc1csc(SCCCOc2ccc(C#N)cc2)n1	11.6%
CN(CC(=O)N1CCc2c(c(-c3nncn3Cc3ccccc3)nn2C)C1)S(=O)(=O)c1cnc[nH]1	11.2%
COc1ccc(C)cc1NC(=O)c1cc(S(=O)(=O)N2CCC(C)CC2)ccc1F	-6.8%
O=C(COc1ccc2c(=O)c(-c3ccc(Cl)cc3)coc2c1)Nc1ccccc1	10.6%

Compounds shown so far with an aryl thioether with sulfur outside any ring (12):
SMILES	KDM5B inhibitor
Cc1ccc(NC(=O)CCSc2nc(-c3ccc4c(c3)OCO4)cc(C(F)(F)F)n2)c(C)c1	-104.7%
COc1ccccc1C(=O)CSc1nc2ccccc2c(=O)n1CCCN1CCOCC1	8.3%
COc1cccc(-c2nc3cc(SC)ccc3cc2CN(C)Cc2ccno2)c1	28.2µM*
COc1ccccc1NC(=O)CSc1n[nH]c(Cc2ccccc2)n1	24.6%
Cc1ccc(NC(=O)CSc2nc3ccc(NC(=O)c4ccco4)cc3s2)cc1	?
COc1ccc(-n2c(SC(C(=O)N3CCCC3)c3ccccc3)nnc2-c2ccncc2)cc1 (configuration not stated)	16.4%
N#CC1(NC(=O)CSc2nc(-c3ccccc3)cs2)CCCCC1	25.0%
CSc1cccc(Nc2cc(C(=O)NCCc3ccc(Cl)cc3)c3ccccc3n2)c1	?
CCSc1ncc(Cl)c(C(=O)Nc2nnc(CC)s2)n1	12.5%&-28.9%
COc1ccccc1CNC(=O)C(C)Sc1nc2cc(Cl)ccc2n1C (configuration not stated)	11.9%
CC(Sc1nc2ccccc2o1)C(=O)NCC1CCCCC1 (configuration not stated)	9.2%
Cc1csc(SCCCOc2ccc(C#N)cc2)n1	11.6%

Two of these compounds in a different format:
Molecule | KDM5B inhibitor
Cc1cccc(NC(=O)Nc2ccccc2[N+](=O)[O-])n1 | 25.5%
COc1ccc(S(=O)(=O)N2CCC(n3cnnc3-c3ccccc3)CC2)cc1 | -4.2%
